POLK inh – qHTS for Inhibitors of Polymerase Kappa. purified Pol kappa, fluorescent DNA synthesis assay, 10 min. DNA polymerase kappa (Homo sapiens), Q9UBT6. Potency, µM (doses to about 107 µM), for the others: top-dose activity, negative = inhibition, most hits filed as inhibitors. 400,000 compounds, 0.53% hits. AID 588579, 2011; note: potency is the fitted concentration of half-maximal effect; % is set by controls: 0 for no effect and ±100 for the full control effect
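10 nM Pol kappa preincubated 15 min at room temperature with compounds, then reaction started with substrate at 50 nM final. Fluorescence read kinetically at 0 and 10 min; buffer-only wells served as negative control.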
Pol iota inh – qHTS for Inhibitors of Polymerase Iota. Pol iota fluorescent replication assay, 10 min. Potency, µM (top dose mostly 115 µM), inactives show at the top dose activity, negative = inhibition, usual class: inhibitors. 390,000 compounds, 1% hits; note: potency is the fitted concentration of half-maximal effect
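Pol iota at 10 nM preincubated 15 min with compounds at room temperature; reaction started with fluorescent substrate, 50 nM final. Fluorescence read kinetically at 0 and 10 min; buffer-only wells as negative control.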
POLH inh – qHTS for Inhibitors of Polymerase Eta; 390,000 compounds, 1.2% hits; Potency, µM (doses to about 114 µM), for the others: at the top dose activity change, negative = inhibition, actives largely listed as inhibitors; AID 588591, 2011; recombinant Pol eta, fluorescent DNA replication assay; DNA polymerase eta (Homo sapiens), Q9Y253; note: potency is the fitted concentration of half-maximal effect; % is set by controls: 0 for no effect and ±100 for the full control effect
Target sequence (Q9Y253 whole entry, looked up): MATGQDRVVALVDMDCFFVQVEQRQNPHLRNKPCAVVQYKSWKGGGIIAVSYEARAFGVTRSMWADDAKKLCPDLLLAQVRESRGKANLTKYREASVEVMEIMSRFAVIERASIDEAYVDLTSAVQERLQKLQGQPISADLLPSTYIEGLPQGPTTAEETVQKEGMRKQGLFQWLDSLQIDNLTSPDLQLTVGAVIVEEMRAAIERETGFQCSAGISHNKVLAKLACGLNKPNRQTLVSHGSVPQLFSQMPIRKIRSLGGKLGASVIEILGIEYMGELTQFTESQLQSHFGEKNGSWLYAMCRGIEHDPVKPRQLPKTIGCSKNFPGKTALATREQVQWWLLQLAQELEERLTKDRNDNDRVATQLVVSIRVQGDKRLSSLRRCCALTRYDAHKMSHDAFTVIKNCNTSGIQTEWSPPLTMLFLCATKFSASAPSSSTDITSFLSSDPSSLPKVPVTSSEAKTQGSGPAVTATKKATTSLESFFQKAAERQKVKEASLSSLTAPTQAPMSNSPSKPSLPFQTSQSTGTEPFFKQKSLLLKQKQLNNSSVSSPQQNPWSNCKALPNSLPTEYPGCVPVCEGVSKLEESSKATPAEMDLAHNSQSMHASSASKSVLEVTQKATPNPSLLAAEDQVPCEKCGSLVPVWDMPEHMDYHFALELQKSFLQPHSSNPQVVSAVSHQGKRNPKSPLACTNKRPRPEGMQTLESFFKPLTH
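Pol eta at 10 nM preincubated with compounds 15 min at room temperature; reaction started with fluorescent substrate (50 nM final) and read kinetically at 0 and 10 min.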
Glioma ERSR ind – qHTS for Inducers of the Endoplasmic Reticulum Stress Response (ERSR) in Human Glioma: qHTS; AID 602332, 2012; 420,000 compounds, 0.02% hits; U87-MG GRP78 promoter luciferase reporter, 16 h; Potency, µM, without a hit: top-dose activation, usual class: activators; note: potency is the fitted concentration of half-maximal effect; series mostly up to about 76 µM; % of control where 0% means no effect; nearly all actives have a fitted effect of over 35% in size
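Stably transfected U87-MG glioma cells carrying a GRP78-based luciferase sensor; 16 h compound incubation. Luminescence end-point read 10 min after Bright-Glo addition at room temperature.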
POLB inh – qHTS Assay for Inhibitors of DNA Polymerase Beta; Pol beta primer extension/strand displacement, fluorescence kinetic; 340,000 compounds, 1.3% hits; Potency, µM (series often up to 114 µM), for the others: at the highest dose activity change, negative = inhibition, actives largely listed as inhibitors; P06746; note: potency is the fitted concentration of half-maximal effect; % is set by controls: 0 for no effect and ±100 for the full control effect
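Pol beta (10 nM) was preincubated with compound for 15 min at room temperature. The reaction was then started with 50 nM substrate and read immediately and after a further 10 min at room temperature.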
Apoferritin bind – qHTS Assay for Identification of Novel General Anesthetics; Ferritin light chain (Equus caballus), P02791; apoferritin/1-aminoanthracene competitive binding, fluorescence; Potency, µM (doses to about 77.5 µM), inactives show at the top dose activity change, negative = displacement, most hits filed as inhibitors; 350,000 compounds, 0.074% hits; note: potency is the fitted concentration of half-maximal effect; % is set by controls: 0 for no effect and ±100 for the full control effect; nearly all actives have a fitted effect of over 20% in size
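Concentration-response curves derived by four-parameter Hill fitting of normalized fluorescence, where compounds displaced 1-AMA from 10 uM horse apoferritin following a brief 10 min room-temperature incubation; propofol titration acted as positive control.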
LDHA inh – qHTS assay for inhibitors of human lactate dehydrogenase | L-lactate dehydrogenase A chain (Homo sapiens), P00338 | 480,000 compounds, 0.15% hits | activity change, % (values are at about 110 or 230 µM) | purified LDHA, NADH/diaphorase-resazurin fluorescence; active compounds read low; in the data active = activity change below about -30%; inconclusive = mostly about -25% to -30%;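 note: plate controls were DMSO wells for no effect and wells without enzyme for full effect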
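Enzyme activity of human lactate dehydrogenase 5 (2 nM; 0.06 mM NADH, 0.2 mM pyruvate, 5 min, RT) is measured via a resazurin/diaphorase fluorescence readout of residual NADH.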
BLM helicase inh – qHTS Assay for Inhibitors of Bloom's syndrome helicase (BLM); Potency, µM (titrated, usually from 56.1 µM), for the others: at the top dose activity change, negative = inhibition, usual class: inhibitors; 350,000 compounds, 0.2% hits; AID 2528, 2010; RecQ-like DNA helicase BLM (Homo sapiens), P54132; recombinant BLM DNA unwinding, fluorescence dequenching;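 note: potency is the fitted concentration of half-maximal effect; plate controls were vehicle for no effect and no enzyme for full effect; nearly all actives have a fitted effect of over 35% in size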
APE1 inh – qHTS Assay for Inhibitors of the Human Apurinic/apyrimidinic Endonuclease 1 (APE1); Potency, µM (top dose mostly 65.8 µM), for the others: at the top dose activity change, negative = inhibition, most hits filed as inhibitors; 350,000 compounds, 0.35% hits; AID 2517, 2012; DNA repair nuclease/redox regulator APEX1 (Homo sapiens), P27695; recombinant APE1, TAMRA/BHQ-2 abasic DNA cleavage fluorescence;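 note: potency is the fitted concentration of half-maximal effect; plate controls were vehicle for no effect and reference inhibitor for full effect; nearly all actives have a fitted effect of over 55% in size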
Target sequence (P27695 whole entry, looked up): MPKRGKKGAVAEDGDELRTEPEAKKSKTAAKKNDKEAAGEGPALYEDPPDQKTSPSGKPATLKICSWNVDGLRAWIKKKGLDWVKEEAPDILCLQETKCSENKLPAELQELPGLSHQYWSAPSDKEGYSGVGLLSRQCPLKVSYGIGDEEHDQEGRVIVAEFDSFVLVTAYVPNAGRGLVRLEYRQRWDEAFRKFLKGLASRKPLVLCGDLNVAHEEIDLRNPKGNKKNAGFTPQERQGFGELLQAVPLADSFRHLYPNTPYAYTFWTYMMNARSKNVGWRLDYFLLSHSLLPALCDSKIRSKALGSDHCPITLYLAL
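Step 1: APE1 (0.75 nM) with compound, 15 min RT. Step 2: add 50 nM fluorophore/quencher THF duplex. Step 3: three fluorescence reads 60 s apart (525/598 nm); read 3 minus read 1 = reaction progress.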
* marks the source's active call; other numbers are inactive results; ? = inconclusive; . = not tested or not shown; & = joins results of further samples; [ ] = remark or other dose. Unless noted, calls come from the whole dose curve; as a rule, active = well fitted curve in the direction sought with a large enough effect; inconclusive = small, poorly fitted or top-dose-only effect, or another doubt; inactive = no such curve, though single readings can be large; an effect the other way counts as inactive or inconclusive. A portion of the library; rates above refer to the full screens.

SMILES	POLK inh	Pol iota inh	POLH inh	Glioma ERSR ind	POLB inh	Apoferritin bind	LDHA inh	BLM helicase inh	APE1 inh
Cc1cccc(N2C(=O)C(Oc3ccc(Cl)cc3Cl)C2C=O)c1C (stereo not given)	-18%	-11%	-10%	13%	0%	2%	-7	-10%	-5%
C=CCN1C(=O)C(CC(=O)Nc2ccc(OC)cc2)N(Cc2ccco2)C1=S (stereo not given)	-4%	25%	-14%	-5%	8%	-11%	0	-5%	-5%
CCCOc1ccc(NC(=O)CC2C(=O)N(c3ccc(Cl)cc3)C(=O)N2CCc2ccncc2)cc1 (stereo not given)	0%	27%	-20%	-2%	2%	-3%	6	-8%	.
COc1ccc(CNC(=O)CCCC(=O)n2nc(C)c3ccccc32)cc1	-7%	-6%	0%	3%	32%	-4%	-5	0%	4%
Cc1cc2nc(-c3ccc(OCc4ccccc4F)cc3)cc(C(F)(F)F)n2n1	-2%	?	-21%	-2%	4%	14%	-3	-2%	.
COc1ccc(N2CCN(C(=O)[C@H](Cc3c[nH]c4ccccc34)NC(C)=O)CC2)cc1	-1%	23%	-5%	3%	22%	-3%	-2	-4%	5%
CC(NC(=O)c1ccc2c(c1)OCO2)c1cccc(C(F)(F)F)c1 (stereo not given)	-2%	31%[activator]	-7%	-3%	.	.	1	.	9%
Cc1cc(-c2csc(N)n2)c(C)n1C	-16%	?	?	-4%	0%	-21%	10	?	-4%
COC(=O)c1ccc(CSc2cc(C)c3cccc(C)c3n2)o1	-4%	144%[activator]	-18%	-6%	3%	-4%	-6	-4%	2%
O=C(CSCc1n[nH]c(=O)[nH]1)NCCOc1cccc(Oc2ccccc2)c1	2%	2%[58.9 µM]	-1%	-4%	1%	-1%	-4	-1%	-3%
Cc1nn(CC(=O)N2CCC(C(N)=O)CC2)c(=O)c2nn(-c3ccccc3)c(C)c12	18%	54%[activator]	-8%	-1%	6%	35%[activator]	-1	1%	-14%
Cc1ccc(CN2CCN(CC(=O)NC(C)CCc3ccccc3)C2=O)cc1 (stereo not given)	-2%	17%	-4%	-5%	8%	-16%	-5	-1%	-5%
Cc1ccc(S(=O)(=O)Nc2c(C)nc3nc[nH]n3c2=O)c(C)c1	-12%	6%	0%	-8%	11%	-4%	-18	0%	-4%
CC1CC(NNC(=O)c2ccccc2)=Nc2ccccc2N1C (stereo not given)	-12%	6%	-26%	-2%	1%	3%	-2	-1%	7%
CC(Oc1ccc(C(=O)NC2CCCCC2)cc1)C(=O)O (stereo not given)	-7%	6%	-10%	-2%	-18%	21%	3	0%	0%
CN1CCN(c2ncc3nc(-c4ccccc4)c(=O)n(CCC#N)c3n2)CC1	5%[60.1 µM]	.	.	-1%	.	.	.	2%	3%
O=C(COC(=O)CN1C(=O)C2CCCCC2C1=O)Nc1c(Cl)cccc1Cl (stereo not given)	2%	37%	-11%	0%	.	.	-1	.	12%
COc1cccc(OC)c1Cn1nnc2c(=O)[nH]c(C3CCN(C(=O)c4ccccc4)CC3)nc21	-25%	19%	-10%	-1%	-5%	-5%	3	-1%	.
CC(=O)NC(CC(=O)OC(C)C(=O)Nc1ccc(Cl)cn1)c1ccccc1 (stereo not given)	2%	-2%	-9%	-3%	.	.	-5	.	35%[activator]
N#Cc1ccc(CN2CC[C@@]3(CCCN(C(=O)c4ccco4)C3)C2)cc1	3%[60.1 µM]	.	.	-2%	.	.	.	-2%	4%
O=C1c2ccccc2C(O)N1Cc1ccccc1Cl (stereo not given)	10%	-13%	-6%	-4%	-1%	-2%	5	2%	-1%
CN(C(=O)c1cccc(Cl)c1)C1CCCN(Cc2ccccc2F)C1 (stereo not given)	11%	5%	-11%	-5%	8%	-5%	1	-2%	3%
Cc1ccc(S(=O)(=O)Cn2nnnc2C(CC(C)C)N2CCN(C)CC2)cc1 (stereo not given)	0%	16%	-7%	-2%	18%	-2%	0	2%	27%
CS(=O)(=O)N1CCCC(c2nc(-c3ccc(S(=O)(=O)NCc4ccccc4)cc3)no2)C1 (stereo not given)	-2%	-18%	-9%	-5%	17%	?	-13	-3%	-6%
Cc1ccc(Cn2c(Sc3ncccn3)nc3c2c(=O)[nH]c(=O)n3C)cc1	4%	7%	-2%	-5%	1%	-10%	-4&8	1%	2%
O=C(/C=C/c1ccc([N+](=O)[O-])cc1)NCc1cccs1	-14%	-3%	-4%	0%	1%	-10%	2	-1%	1%
Cc1cnc(=O)[nH]c1SCc1cccc([N+](=O)[O-])c1	-17%	?	-2%	-2%	-27%	4%	-13	0%	-10%
CC(C)Cc1nnc(NC(=O)CC(=O)Nc2ccccc2C(=O)O)s1	7%	?	-7%	-13%	-2%	2%	-2	-4%	0%
O=C(O)c1ccc2c(c1)C(=O)N(c1ccc(Nc3ccccc3)cc1)C2=O	0%	-24%	-1%	-1%	13%	4%	-5	-3%	21%
O=C(NC(Cc1ccccc1)C(=O)O)/C(=C\c1ccco1)NC(=O)c1ccccc1Br (stereo not given)	-8%	22%	-9%	-2%	?	-4%	1	0%	0%
CC1(c2ccccc2)NC(=O)N(CC(=O)Nc2ccccc2N2CCCCC2)C1=O (stereo not given)	-2%	31%[activator]	-21%	-3%	.	.	-1	.	-4%
CCC(=O)NN1CCc2cc3ccc(C)cc3nc21	1%	13%	-17%	-4%	3%	4%	-9	-1%	-1%
COc1ccc(C(=O)NCCC(=O)NCc2cc(=O)n(C)c(=O)n2C)cc1	-1%	15%	-1%	-4%	-25%	-1%	1	2%	56%[activator]
CCOC(=O)c1cc(-c2ccccc2)sc1NC(=O)CSc1nnnn1C	-5%	?	-16%	-3%	?	-15%	1	-5%	-2%
Cc1noc(C)c1S(=O)(=O)N(CC(=O)NC1CCC(C)CC1)c1ccc(C(C)C)cc1 (stereo not given)	6%	21%	-15%	-3%	15%	-20%	0	2%	50%
Cn1c(N)c(C(=O)COC(=O)c2ccc(C(F)(F)F)cc2)c(=O)n(C)c1=O	-6%	25%	-16%	-4%	.	.	-5	.	2%

Molecules from the list above containing a furan ring, fused or not, in the order listed:
SMILES	POLK inh	Pol iota inh	POLH inh	Glioma ERSR ind	POLB inh	Apoferritin bind	LDHA inh	BLM helicase inh	APE1 inh
C=CCN1C(=O)C(CC(=O)Nc2ccc(OC)cc2)N(Cc2ccco2)C1=S (stereo not given)	-4%	25%	-14%	-5%	8%	-11%	0	-5%	-5%
COC(=O)c1ccc(CSc2cc(C)c3cccc(C)c3n2)o1	-4%	144%[activator]	-18%	-6%	3%	-4%	-6	-4%	2%
N#Cc1ccc(CN2CC[C@@]3(CCCN(C(=O)c4ccco4)C3)C2)cc1	3%[60.1 µM]	.	.	-2%	.	.	.	-2%	4%
O=C(NC(Cc1ccccc1)C(=O)O)/C(=C\c1ccco1)NC(=O)c1ccccc1Br (stereo not given)	-8%	22%	-9%	-2%	?	-4%	1	0%	0%

The list continues:
SMILES	POLK inh	Pol iota inh	POLH inh	Glioma ERSR ind	POLB inh	Apoferritin bind	LDHA inh	BLM helicase inh	APE1 inh
Cc1cc(C)nc(SCC(=O)Nc2cc(C)on2)n1	2%	-2%	-9%	0%	-5%	-7%	-6	-11%	1%
Cc1ccccc1NC(=O)c1nc(-c2ccncc2)no1	-7%	10%	-4%	-2%	27%	?	-12	0%	.
CN(C)S(=O)(=O)c1ccc(Cl)c(NC(=O)COC(=O)C2CSC3(C)CCC(=O)N23)c1 (stereo not given)	-13%	165%[activator]	-4%	-1%	3%	-4%	-14	-2%	1%
O=C(CCCCC(=O)N1CCN(c2ccccc2)CC1)N1CCN(c2ccccc2)CC1	.	.	.	.	-17%	-7%	.	-1%	-5%
CCn1c(-c2csc(-c3ccc(Cl)cc3)n2)n[nH]c1=S	-4%	6%	-12%	-3%	-27%	-10%	-3	0%	-3%
Cc1c(NC(=O)CN2C(=O)NC3(CCC(C)CC3)C2=O)c(=O)n(-c2ccccc2)n1C (stereo not given)	-17%	-5%	-3%	-1%	19%	-2%	-2	1%	8%
CCOC(=O)N1CCN(S(=O)(=O)c2ccc(OC)c(Br)c2)CC1	8%	28%	-12%	10%	11%	-14%	-3	-3%	16%
COc1ccccc1CSc1nc2ccccc2[nH]1	0%[60.1 µM]	14%	-14%	11%	-11%	-4%	-11	-2%	-1%
CC1(C)Cc2c(c(-c3ccco3)nc3sc4c(NCCCO)ncnc4c23)CO1	?	?	-2%	-1%	4%	-8%	-4	-18%	-4%
COc1ccc(N/C=C/C(=O)c2cc(OC)c(OC)c(OC)c2)cc1	-21%	-12%	-7%	1%	?	?	3	-6%	-6%
CCN(CC)C(=O)C1CCCN(C(=O)Nc2ccccc2)C1 (stereo not given)	-9%	14%	-10%	0%	-2%	-5%	-11	0%	0%
Cc1ccccc1CN1C(=O)c2ccccc2Sc2ccc(C(=O)N3CCOCC3)cc21	0%[60.1 µM]	11%	-25%	-3%	-28%	?	1	-3%	.
O=C(Cn1cccc1C(=O)c1ccccc1)NCCc1ccccc1	-7%	-2%	5%	-1%	-11%	4%	-8	-1%	-14%
O=C(OCC(=O)N1CCCCC1)c1n[nH]c(=O)c2ccccc12	0%	41%[activator]	-16%	-7%	.	.	-8	.	1%
COc1ccc(NC(=O)C2CCN(S(=O)(=O)c3ccc(OC)c(OC)c3)CC2)c(OC)c1	-13%	11%	-6%	1%	3%	-11%	-4	-5%	2%

Given with each value named: part of the list above
Cc1cc(C)nc(SCC(=O)Nc2cc(C)on2)n1
  POLK inh = 2% | Pol iota inh = -2% | POLH inh = -9% | Glioma ERSR ind = 0% | POLB inh = -5% | Apoferritin bind = -7% | LDHA inh = -6 | BLM helicase inh = -11% | APE1 inh = 1%

Cc1ccccc1NC(=O)c1nc(-c2ccncc2)no1
  POLK inh = -7% | Pol iota inh = 10% | POLH inh = -4% | Glioma ERSR ind = -2% | POLB inh = 27% | Apoferritin bind = ? | LDHA inh = -12 | BLM helicase inh = 0% | APE1 inh = .
